Screens deposited in PubChem BioAssay by several laboratories.
NS3 helicase inh – blocks Hepatitis C virus NS3 helicase unwinding. inhibition, % at 10.9 µM. actives 0.56% (n = 290,000). AID 1800. NS3 helicase DNA unwinding, Cy5 molecular beacon fluorescence;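 active = inhibition above the mean of all tested compounds plus 3 SD, set per campaign, cut at about 35% in these data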;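 note: 0% = DMSO wells and 100% = thioflavine S control wells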
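System: Hepatitis C virus NS3 helicase domain fragment enzyme | Reagent: Annealed dual-labelled DNA beacon duplex, ATP-started | Compound dosing: 10.9 µM single point, 0.8% DMSO | Incubation: 1 h reaction at 25 °C, ATP-initiated | Technique: Cy5 fluorescence | Evaluation: Percent inhibition from t60/t0 fluorescence ratio | Benchmarks: Low DMSO, high thioflavine S at 110 µM | Replication: Singlicate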
pCIP destab – compounds decreasing mouse p/CIP protein stability | F442A p/CIP-EGFP cells, EGFP fluorescence, 16 h | actives 0.01% (n = 290,000) | AID 1984 | Q05BA5 | decrease of EGFP signal, % at 10 µM;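 active = EGFP signal decrease of at least 30% at 10 µM or well 3 SD below plate mean, unless failing retest; inactive = the rest, including hits failing retest or dose response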; note: some compounds called inactive have numbers as strong as hits; many of its hits are not listed in these tables
CRFBP-R2 block – blocks CRF-induced signaling of the CRF-BP/CRF-R2 complex; actives 0.59% (n = 350,000); HEK293 CRF-R2/CRF-BP, CRF-induced calcium fluorescence; inhibition, % at 11.8 µM; AID 588475;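 active = inhibition of the ligand-induced calcium signal above about 50% at the single tested concentration, limit read from the data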
IMP-1 inhibitor – blocks Pseudomonas aeruginosa IMP-1 metallo-beta-lactamase | inhibition, % at 5.6 µM | AID 1556 | actives 0.45% (n = 290,000) | purified IMP-1, nitrocefin hydrolysis, epi-absorbance fluorescence;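 active = inhibition above the mean plus 3 SD of all compounds in the same screening run, cut at about 4.5% in these data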;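 note: 0% = IMP-1 with DMSO and 100% = DMSO wells lacking enzyme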
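Test system: recombinant IMP-1 enzyme, purified / Medium: HEPES buffer pH 7.1 with ZnSO4 and Brij 35 / Doses: single dose, 5.6 µM / Times: 25 °C, 15 min preincubation, 25 min reaction / Detection: Epi-absorbance via hydrolysed-nitrocefin quenching of white-plate fluorescence, 480/530 nm, EDTA stop / Evaluation: percent inhibition from optical density relative to buffer-blank wells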
VIM-2 inh – blocks Pseudomonas aeruginosa VIM-2 metallo-beta-lactamase; actives 0.89% (n = 290,000); inhibition, % at 5.6 µM; purified VIM-2, nitrocefin hydrolysis, epi-absorbance fluorescence;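 active = inhibition above the mean of all tested compounds plus 3 SD, cutoff set per screening run, cut at about 7.5% in these data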;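 note: red hydrolysis product quenches plate fluorescence so inhibitors raise well fluorescence; 0% = enzyme with DMSO and 100% = DMSO without enzyme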
IDE cell inh – inhibits human insulin-degrading enzyme in HEK cells; P14735; FAbetaB cleavage, fluorescence polarization; inhibition, % at 5.59 µM; actives 0.41% (n = 320,000);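 active = percent inhibition above the average of all tested compounds plus 3 SD, set per screening campaign, cut at about 16% in these data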;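 note: IDE supplied by intact live HEK cells; FP after avidin binding of uncleaved biotin substrate so inhibition keeps polarization high; 0% = DMSO wells and 100% = 60 µM reference IDE inhibitor Ii1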
GalR3 antagonist – antagonists of human GalR3. O60755. HEK293 GalR3-CNG cAMP membrane potential fluorescence; galR3 body fused to GalR1 C-terminus. inhibition, % at 3 µM. actives 0.44% (n = 360,000). AID 651719;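 active = inhibition above the screen-wide average plus 3 SD, cut at about 13% in these data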;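 note: forskolin and galanin both at EC90 stimulate the cells; cAMP rise reported by CNG channel membrane potential dye signal; 0% = forskolin plus galanin with DMSO and 100% = forskolin alone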
Target sequence (O60755 1-299 limits assumed): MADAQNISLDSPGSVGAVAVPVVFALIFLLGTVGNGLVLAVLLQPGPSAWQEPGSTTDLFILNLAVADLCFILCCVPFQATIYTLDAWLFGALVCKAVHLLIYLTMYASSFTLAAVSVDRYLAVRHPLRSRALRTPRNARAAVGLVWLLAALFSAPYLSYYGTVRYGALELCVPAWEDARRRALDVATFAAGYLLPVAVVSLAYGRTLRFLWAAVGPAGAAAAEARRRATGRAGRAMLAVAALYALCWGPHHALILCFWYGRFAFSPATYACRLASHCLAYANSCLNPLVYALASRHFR
IDE act – activators of human insulin-degrading enzyme in cells; P14735; HEK cells, FAbeta-B cleavage, fluorescence polarization; 0% vehicle, 100% cell-free pure enzyme wells; AID 493087; activation, % at 5.96 µM; actives 0.073% (n = 340,000);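 active = activation above the mean of all tested compounds plus 3 SD, set per screening campaign, cut at about 17% in these data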
UBC9 SUMO inh – inhibitors of human SUMOylation (UBC9) | AID 2006 | actives 0.36% (n = 290,000) | HTRF SUMOylation assay, SAE1/SAE2 + UBC9, in vitro | inhibition, % at 35 µM | P63279; in the data active = inhibition above about 50%, passing the limit was not always enough; note: strong numbers were not always called active
Target sequence (P63279 whole entry, looked up): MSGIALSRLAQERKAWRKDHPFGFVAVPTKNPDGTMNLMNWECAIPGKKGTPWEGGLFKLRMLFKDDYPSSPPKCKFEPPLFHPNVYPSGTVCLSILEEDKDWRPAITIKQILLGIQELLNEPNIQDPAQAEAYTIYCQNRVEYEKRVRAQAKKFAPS
Active calls of the source: *; / = not tested or not shown.

GalR3 antagonist	UBC9 SUMO inh	pCIP destab	IDE act	CRFBP-R2 block	VIM-2 inh	NS3 helicase inh	IMP-1 inhibitor	IDE cell inh	SMILES
-7	-20	-2	1	2	2.4	0	0.0	0	CCOC(=O)c1c(NC(=O)c2ccn(CC)n2)sc2c1CCC2
-2	/	/	0	1	/	/	/	4	Nc1ccc(-n2nc3ccccc3n2)cc1
-6	3	8	1	-21	1.0	-12	-8.0	-2	CCOc1ccc2nc(NC3=NC(C)(C)C=C(C)N3)nc(C)c2c1
-2	-8	-10	7	19	-1.3	11	-1.4	1	Cc1nc(NS(=O)(=O)c2ccc(Br)cc2)c2c3c(sc2n1)CCC3
-1	/	/	-2	1	/	/	/	-2	COc1ccc(NC(=O)CN(C)C(=O)/C=C/c2cn(-c3ccccc3)nc2-c2cccs2)cc1
-3	21	-1	-3	-18	-0.6	-9	-1.1	-1	Cc1cc(NC(=O)c2ccc3c(c2)C(=O)N(Cc2ccccc2)C3=O)no1
-4	/	/	5	-2	/	/	/	0	O=C(CSc1nc(=O)n(CCCN2CCOCC2)c2c1CCC2)Nc1ccc(F)cc1
-6	4	3	-6	2	0.2	-9	-1.3	0	O=C1CCCN1c1ccc(S(=O)(=O)N2CCCCC2)cc1[N+](=O)[O-]
11	-8	-19	6	3	-1.8	-12	-0.7	-2	COc1ccc(S(=O)(=O)NCCSc2ccc(C)cc2)cc1OC
-8	-1	-6	-3	1	-1.4	-10	-4.2	3	COc1ccc(CN(C)C(=O)C23CC4CC(CC(Cl)(C4)C2)C3)c(OC)c1OC
0	0	-8	5	16	-1.8	10	-1.0	7	CN(Cc1ccccc1)C(=O)c1ccc(Cl)c([N+](=O)[O-])c1
-2	5	-5	4	7	-1.0	1	-3.1	9	NC(=O)C1CCN(CC(=O)NCc2ccccc2)CC1
-2	6	-1	6	-6	-0.3	0	-1.8	-2	CC12CN3CC(C)(CN(C1)C3c1ccc([N+](=O)[O-])o1)C2 (stereo not drawn)
-9	-6	-2	-3	-4	0.7	36*	-2.9	9	Cc1cc(NC(=O)C2CC(=O)N(c3ccccc3C)C2)no1 (stereo not drawn)
-2	1	-18	2	-79	-1.1	4	-3.0	-3	O=C(NC1CCCCCC1)c1cccnc1Sc1ccccc1

Structures listed above marked active in NS3 helicase inh:
GalR3 antagonist	UBC9 SUMO inh	pCIP destab	IDE act	CRFBP-R2 block	VIM-2 inh	NS3 helicase inh	IMP-1 inhibitor	IDE cell inh	SMILES
-9	-6	-2	-3	-4	0.7	36*	-2.9	9	Cc1cc(NC(=O)C2CC(=O)N(c3ccccc3C)C2)no1 (stereo not drawn)

An excerpt from above in order of count of non-hydrogen atoms, low to high:
GalR3 antagonist	UBC9 SUMO inh	pCIP destab	IDE act	CRFBP-R2 block	VIM-2 inh	NS3 helicase inh	IMP-1 inhibitor	IDE cell inh	SMILES
-2	5	-5	4	7	-1.0	1	-3.1	9	NC(=O)C1CCN(CC(=O)NCc2ccccc2)CC1
-7	-20	-2	1	2	2.4	0	0.0	0	CCOC(=O)c1c(NC(=O)c2ccn(CC)n2)sc2c1CCC2
-2	-8	-10	7	19	-1.3	11	-1.4	1	Cc1nc(NS(=O)(=O)c2ccc(Br)cc2)c2c3c(sc2n1)CCC3
-4	/	/	5	-2	/	/	/	0	O=C(CSc1nc(=O)n(CCCN2CCOCC2)c2c1CCC2)Nc1ccc(F)cc1
-1	/	/	-2	1	/	/	/	-2	COc1ccc(NC(=O)CN(C)C(=O)/C=C/c2cn(-c3ccccc3)nc2-c2cccs2)cc1

Returning to the listing, starting 3 compounds before the break.
GalR3 antagonist	UBC9 SUMO inh	pCIP destab	IDE act	CRFBP-R2 block	VIM-2 inh	NS3 helicase inh	IMP-1 inhibitor	IDE cell inh	SMILES
-2	6	-1	6	-6	-0.3	0	-1.8	-2	CC12CN3CC(C)(CN(C1)C3c1ccc([N+](=O)[O-])o1)C2 (stereo not drawn)
-9	-6	-2	-3	-4	0.7	36*	-2.9	9	Cc1cc(NC(=O)C2CC(=O)N(c3ccccc3C)C2)no1 (stereo not drawn)
-2	1	-18	2	-79	-1.1	4	-3.0	-3	O=C(NC1CCCCCC1)c1cccnc1Sc1ccccc1
-2	/	/	7	-1	/	/	/	-3	COc1ccc(CNC(=O)c2cc(C3CC3)nc3c2cnn3C(C)C)cc1OC
-4	1	-3	2	-27	-2.5	-10	1.0	11	COc1ccc(N/C=C(\C#N)c2nc3ccccc3n2C)c(OC)c1
3	29	-2	/	-4	0.3	11	-3.2	-2	O=C1Nc2cc3c(cc2C1=O)sc1ccccc13
0	5	2	0	0	-1.7	-15	0.2	3	COCCCNCCCOc1ccc(C)cc1Br
0	7	-18	3	-24	0.6	9	-0.6	-1	COc1cccc(NC(=O)CN(C)C(=O)CCc2nc3sc4c(c3c(=O)[nH]2)CCCC4)c1
-5	-8	-8	9	8	2.4	-6	0.6	-2	COc1ccc(C2CC(=O)c3c(C)nc(N4CCN(Cc5ccccc5)CC4)nc3C2)cc1OC (stereo not drawn)
1	19	-15	4	1	-4.6	-6	-2.5	4	O=[N+]([O-])c1cccc(-c2nc(-c3ccccc3)no2)c1
-6	/	/	0	-8	/	/	/	10	COc1ccc(C(=O)N(Cc2ccccc2)c2cccc(C)c2)cc1S(=O)(=O)N1CCOCC1
-6	42	-4	-1	8	-2.9	-3	-4.6	5	CCC(C)C(NC(=O)c1ccccc1NC(=O)c1ccc(OC)cc1)C(=O)NCc1ccco1 (stereo not drawn)
0	-3	13	2	-4	-0.5	-11	-0.3	1	CCCOC1CCCN(C(=O)CCc2nnc(Cc3cccc(C)c3)o2)C1 (stereo not drawn)
4	-28	-12	-1	7	-4.3	5	-2.1	8	C/C(=N\NC(=O)CSCc1ccccc1Cl)c1cccc(NC(=O)c2ccccc2)c1
-1	8	3	0	-14	-0.1	-4	-2.3	1	Cc1cccc(N/C(N)=N/c2nc(C(F)(F)F)cc(C(F)(F)F)n2)c1
-1	5	0	0	5	-3.0	3	-3.8	-2	Cc1cc(C)n2nc(SCC(=O)N/N=C/c3ccc(F)cc3)nc2n1
